Source: PubChem BioAssay (National Center for Advancing Translational Sciences (NCATS))
Lamin A splicing: LMNA splicing modulation | Potency, µM (top dose mostly 46.1 µM), for the others: at the highest dose ratio change, negative = inhibition, most hits filed as inhibitors | 0.01% of 200,000 active | AID 1487 | HeLa LMNA splicing GFP/RFP minigene ratio, 48 h; active = well fitted inhibition curve with a large enough effect in the signal ratio, with a control signal flat, not every such curve was filed as active; inconclusive = small, poorly fitted or top-dose-only effect, or effect the other way, or a change in a side signal; the % refers to the signal ratio; also: potency is read from the fitted curve at half-maximal effect; % is scaled to controls: 0 for no effect and ±100 for the full control effect
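S3 HeLa stable clones carrying a lamin A-EGFP splicing minigene plus DsRed2 were seeded at 600 cells/well in Opti-MEM with 2% FBS, pin-dosed and incubated 48 h at 37°C. Acumen cytometry (488 nm) gave the GFP/RFP total-intensity ratio.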
HTT ATP protect: cytoprotection in Huntington HTT-Q103 PC12 cell model. PC12 HTT-Q103 induced, cytoprotection, ATP luminescence, 40 h. Potency, µM (series often up to 56.4 µM), without a hit: cytoprotection (ATP increase), most hits filed as activators. 0.14% of 230,000 active. AID 1471;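 also: potency is read from the fitted curve at half-maximal effect; % of control where 0% means no effect; nearly all actives have a fitted effect of over 45% in size; toxic huntingtin expression switched on by the ecdysone agonist tebufenozide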
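PC12 cells with ecdysone-inducible HTT exon 1 Q103-GFP, induced with 100 nM tebufenozide and co-treated with library compounds in a dose series (1536-well, 1500 cells/well). Cytoprotection read as ATP content by ATPlite luminescence.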
CBFb RUNX1 block: CBF-beta/RUNX1 interaction disruption; AID 1477; 230,000 tested, under 10 active; Potency, µM (highest dose often 59.8 µM), without a hit: top-dose activity, negative = inhibition, actives largely listed as inhibitors; AlphaScreen CBFb-His/RUNX1-biotin binding, biochemical; Q01196+Q13951; also: % of control where 0% means no effect
Target sequence (Q01196 whole entry, looked up): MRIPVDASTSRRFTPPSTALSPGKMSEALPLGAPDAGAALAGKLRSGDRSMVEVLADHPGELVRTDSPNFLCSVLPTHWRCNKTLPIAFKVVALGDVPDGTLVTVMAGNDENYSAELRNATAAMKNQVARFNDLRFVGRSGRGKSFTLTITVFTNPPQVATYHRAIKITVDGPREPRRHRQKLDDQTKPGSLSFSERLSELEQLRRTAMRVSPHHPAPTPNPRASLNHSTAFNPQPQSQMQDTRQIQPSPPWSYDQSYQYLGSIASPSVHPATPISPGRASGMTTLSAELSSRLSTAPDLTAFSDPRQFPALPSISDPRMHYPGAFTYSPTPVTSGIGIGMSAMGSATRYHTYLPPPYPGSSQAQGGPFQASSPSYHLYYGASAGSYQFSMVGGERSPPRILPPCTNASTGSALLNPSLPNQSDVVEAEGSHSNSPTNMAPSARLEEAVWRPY
Target sequence (Q13951 whole entry, looked up): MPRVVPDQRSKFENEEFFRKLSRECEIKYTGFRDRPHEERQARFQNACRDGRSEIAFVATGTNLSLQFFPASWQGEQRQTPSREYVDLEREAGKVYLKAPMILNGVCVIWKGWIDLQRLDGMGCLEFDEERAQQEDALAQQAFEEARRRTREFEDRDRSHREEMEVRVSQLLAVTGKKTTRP
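Compounds were screened at multiple concentrations against a preformed CBF-beta(His)/RUNX1(biotin) complex (30 nM of each) for 15 min at room temperature, followed by 90 min with nickel and streptavidin beads and AlphaScreen reading.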
SMN2 splice up: increases expression of the SMN2 splice variant | HEK293 SMN2-luciferase splicing reporter, luminescence, 30-36 h | Potency, µM (titrated, usually from 46.1 µM), for inactives: top-dose activity change, positive = activation, most hits filed as activators | 2.8% of 210,000 active; also: potency is read from the fitted curve at half-maximal effect; % of control where 0% means no effect; nearly all actives have a fitted effect of over 55% in size
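qHTS luciferase splicing reporter: luminescence rises when SMN2 exon 7 is included in transfected HEK293 cells. Compound exposure lasted 30-36 h at 37C, with 4.5 mM final sodium butyrate as control, followed by a ONE-Glo read.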
KinaseGlo FLuc: counter-screen: inhibitors of Kinase-Glo firefly luciferase; Kinase-Glo luciferase, ATP luminescence, 8 min; Potency, µM (doses to about 38.3 µM), for inactives: top-dose activity change, negative = inhibition, most hits filed as inhibitors; 0.28% of 200,000 active; Q27757; AID 1379; also: potency is read from the fitted curve at half-maximal effect; % is scaled to controls: 0 for no effect and ±100 for the full control effect; nearly all actives have a fitted effect of over 60% in size
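Substrate mix (final 50 mM imidazole pH 7.2, 50 mM KCl, 7 mM MgCl2, 10 uM ATP, 0.01% Tween 20, 0.05% BSA) plus pin-tool compound, then Kinase-Glo detection mix; 8 min ambient, luminescence read.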
IMPase Li cell: membrane-permeable IMPase blocker, potentiated with lithium; CHO-M1 cells, IP1 TR-FRET (IP-One), carbachol + lithium; Potency, µM (series often up to 59.4 µM), without a hit: at the top dose activity, negative = IMPase inhibition, usual class: inhibitors; 0.35% of 210,000 active;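 also: IP1 builds up when IMPase is blocked and the TR-FRET signal falls; potency is read from the fitted curve at half-maximal effect; plate controls were basal vehicle for no effect and high inhibitor control for full effect; nearly all actives have a fitted effect of over 50% in size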
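Concentration–response in CHO-M1 cells, lithium-potentiated; 30 min at 37C. IP1 detected by competitive TR-FRET after 10 min lysis at RT. Hill-fitted AC50.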
HttQ103 aggreg: reduces HttQ103-GFP aggregates in PC12 cells | AID 1688 | 1.1% of 220,000 active | Potency, µM (titrated, usually from 46.1 µM), for inactives: top-dose activity change, negative = inhibition, actives largely listed as inhibitors | PC12 HttQ103-GFP aggregates, Acumen cytometry, 40 h; also: potency is read from the fitted curve at half-maximal effect; % is scaled to controls: 0 for no effect and ±100 for the full control effect; nearly all actives have a fitted effect of over 60% in size
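Using laser scanning cytometry, GFP-positive aggregates were counted after lysis of PC12 cells induced with 100 nM tebufenozide to express HTT exon 1 Q103–GFP. Compounds were tested in titration.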
An asterisk follows results filed as active; u = inconclusive; x = no result given; & = joins results of further samples; [ ] = dose if it differs, or a comment. Unless noted, calls follow the shape of the dose curve; as a rule, active = well fitted curve in the direction sought with a large enough effect; inconclusive = small, poorly fitted or top-dose-only effect, or another doubt; inactive = no such curve, though single readings can be large; an effect the other way counts as inactive or inconclusive.

The line under a structure holds: Lamin A splicing, HTT ATP protect, CBFb RUNX1 block, SMN2 splice up, KinaseGlo FLuc, IMPase Li cell, HttQ103 aggreg
CCC1(c2ccccc2)NC(=O)N(Cc2ccc(C(=O)OC)cc2)C1=O (centres undefined)
  -1%, -16%[10 µM], 0%, -19%, 4%, 0%, 1%
CCOc1ccc(CNn2nnnc2N)cc1
  -6%, u, -1%, -34%[inhibitor], 7%, 13%[38.3 µM], 0%[9.22 µM]
CC(NC(=S)Nc1cccc(F)c1)C(c1cccs1)N1CCOCC1 (centres undefined)
  x, 6%[10 µM], -5%, x, x, x, -19%[9.22 µM]
CCCC[C@@H]1C[C@H]1C(NS(=O)(=O)c1cccc2cccnc12)c1ccc(-c2ccccc2)cc1 (some centres undefined)
  x, -56%[inhibitor], 19%, -7%, 1%, -1%, x
O=C(CSc1nc(O)cc(=O)n1-c1ccccc1)Nc1nc2ccccc2s1
  x, 25%[10 µM], 1%, x, x, x, -14%[9.22 µM]
NCCC(=O)N[C@@H](Cc1cnc[nH]1)C(=O)O
  x, 7%[1.9 µM], 11%[21.7 µM], x, 7%, 6%, x
C=CCn1c(=O)c2c(nc(Br)n2Cc2ccccc2Cl)n(C)c1=O
  8%, -10%, 0%, -35%[inhibitor], 0%, -3%[38.3 µM], 13%
COc1ccc(/C=N/NC(=O)c2ccc(NC(=O)c3ccccc3Br)cc2)cc1
  u, x, 10%, -23%, -2%, -6%, -2%
COc1ccc2cc3c(N)nn(C(=O)Cc4ccc(Cl)cc4)c3nc2c1
  14%, 15%, -1%, 2%, 1%, 17%[38.3 µM], 7.9µM*
Cc1cc(NC(=O)CCC(=O)N(c2cccnc2)C(C(=O)NC2CCCC2)c2ccccc2F)no1 (centres undefined)
  -9%, 10%[10 µM], 17%, -11%, -1%, 1%, -12%
CCCCN(CC)CCCNC(=S)Nc1ccc2nc(N3CCN(C)CC3)cc(C)c2c1
  x, -9%, 1%, 3%, 1%, 9%, 28µM*
COc1ccc(C)cc1NCc1cc(=O)oc2cc(-c3ccccc3)c(O)cc12
  6%, 3%[10 µM], -8%, 11%, -2%, 4%, -17%
COc1ccc(CC(=O)OCC(=O)Nc2cccnc2Cl)cc1OC
  -3%[46 µM], -2%, -6%, -5%, 2%, 6%, 3%
CN1C[C@@H]2C(c3ccccc3)C3(c4ccccc4)CC2(C3)[C@H]1c1ccccc1 (some centres undefined)
  x, -33%, -8%&1%, -10%, -5%, 16%, 12%[9.22 µM]
CC(=O)N1CCN2C(=O)C1CCCC(=O)c1cc(C(C)C)ccc12 (centres undefined)
  3%, 15%[10 µM], 5%, 1%, 0%, 4%, 14%
CCCOc1ccc(OCCNC2CCCC2)cc1
  13%, -33%, 1%, -7%, 5%, 11%[38.3 µM], 26%
Cc1nc2ccc3nc(NC(=O)c4ccc5c(c4)OCCO5)sc3c2s1
  13%, -10%, u, -2%, -2%, u, 3%
COc1ccc(C(CNC(=O)c2ccc(S(=O)(=O)N3CCCC3)cc2)N2CCOCC2)cc1 (centres undefined)
  x, -20%[10 µM], 11%, x, x, x, -9%[9.22 µM]
C=CCN=C1CC(C)(C)CC(=O)/C1=C(\O)c1ccccc1
  6%, -2%, -1%, -7%, 3%, -8%[38.3 µM], 19%
COc1ccccc1N1CCN(C(=O)CN(c2ccc(C)c(C)c2)S(C)(=O)=O)CC1
  -8%, 6%, -3%, -5%, -2%, 23%[38.3 µM], 6%

Continuation:
The line under a structure holds: Lamin A splicing, HTT ATP protect, CBFb RUNX1 block, SMN2 splice up, KinaseGlo FLuc, IMPase Li cell, HttQ103 aggreg
CN(c1ccc(C(=O)NCc2cccs2)cc1)S(=O)(=O)c1ccccc1
  -18%[46 µM], -13%, 6%, 13%, 2%, 12%, -10%
CN1CCN(C(=O)CNc2ccc(C(F)(F)F)cc2[N+](=O)[O-])CC1
  x, -27%, -1%, x, x, 6%, 1%
c1ccc(CCn2c3ccccc3c3nnc(SCc4ccc5nonc5c4)nc32)cc1
  -4%, -33%, 4%, u, 0%, 41%[activator][38.3 µM], 8%[9.22 µM]
NC(=S)N/N=C1\CC(n2nnnc2-c2ccccc2)C2COC1O2 (centres undefined)
  x, 27%[10 µM], 4%, x, x, x, -3%[9.22 µM]
CCCn1nnc(NC(=O)c2cccc(OCC(C)C)c2)n1
  -7%, 9%[10 µM], 6%, 6%, 6%, -14%[38.3 µM], -10%
O=C(CCSc1ccccc1)Nc1nnc(-c2ccccc2)o1
  -12%, 8%, -11%, 4%, -1%, -4%[38.3 µM], 9%
C#CCOCCOCCOCCNc1nc(N2CCN(C(=O)[C@H](CCCCN)n3cc([C@@H](N)CO)nn3)CC2)nc(N2CCN(C(=O)[C@H](Cc3cc4ccccc4[nH]3)n3cc([C@@H](N)CC(C)C)nn3)CC2)n1
  x, 12%[10 µM], 8%, x, x, -15%, -4%[9.22 µM]
Cc1cccc(C(=O)Nc2nnc(COc3ccccc3)s2)c1
  u, 19%[10 µM], 1%, x, 0%, 5%, 7%[9.22 µM]
O=C(C1CCN(S(=O)(=O)c2cccs2)CC1)N1CCN(c2ccccc2)CC1
  -4%, 8%, 0%, -70%[inhibitor], 3%, -14%[38.3 µM], u
O=C(NCCF)[C@H]1C[C@@H]1[C@H](NP(=O)(c1ccccc1)c1ccccc1)c1ccccc1
  10%, -15%, 0%[2.36 µM], u, -1%&-6%, 12%&-10%, 6%
CCOCCn1c(SCc2c(F)cccc2Cl)nc2c1c(=O)[nH]c(=O)n2C
  -5%, -7%, 2%, 22%, 4%, 13%[38.3 µM], -6%
CCOC(=O)c1c(C)[nH]c(C)c1C(=O)COC(=O)/C=C/c1ccc(Cl)cc1
  -9%, 12%[1.9 µM], -1%, 21%, -1%, 4%, 21%
CCc1nc(N[C@@H](CC(C)C)C(=O)O)c2oc3ccccc3c2n1
  7%[0.0737 µM], 3%, 1%, 6%, -1%, -1%[38.3 µM], 6%
O=C(C1CC2C=CC1C2)N1CCN(c2ccccc2)CC1 (centres undefined)
  7%[46 µM], -35%[inhibitor], 2%, -14%, 4%, -5%, -5%
Cc1noc(C)c1C(=O)N1CCCc2ccccc21
  5%, -8%, 0%, 11%, -1%, 14%[38.3 µM], 26%
O=C(CCC(=O)N1CCN(S(=O)(=O)c2ccc(Cl)cc2)CC1)NCc1ccccc1
  4%, -15%[10 µM], 0%, 3%, -3%, -2%, 24%
CC1=NN(C(=O)CSCc2ccccc2)C(O)(c2ccc(F)cc2)C1 (centres undefined)
  -9%[46 µM], 5%[10 µM], -1%, -2%, 1%, 6%, -23%
COC(=O)c1[nH]c2cccc(OC)c2c1NC(=O)CN1CCC(C(N)=O)(N2CCCCC2)CC1
  -5%, -22%[0.074 µM], 6%, 6%, 7%, -1%, 4%
O=C(CSc1nnnn1-c1cccc2c1CCCC2)N1CCCCC1
  u, 34%[10 µM], -5%, -34%[inhibitor], 0%, 2%, -21%
C=CCn1c(SCC(=O)N2CCc3ccccc3C2)nc2sc(C)c(C)c2c1=O
  u, -6%[10 µM], 4%, -19%, 1%, 10%, -21%

Part of the list above in order of heavy-atom count, low to high:
The line under a structure holds: Lamin A splicing, HTT ATP protect, CBFb RUNX1 block, SMN2 splice up, KinaseGlo FLuc, IMPase Li cell, HttQ103 aggreg
CCOc1ccc(CNn2nnnc2N)cc1
  -6%, u, -1%, -34%[inhibitor], 7%, 13%[38.3 µM], 0%[9.22 µM]
Cc1noc(C)c1C(=O)N1CCCc2ccccc21
  5%, -8%, 0%, 11%, -1%, 14%[38.3 µM], 26%
O=C(C1CC2C=CC1C2)N1CCN(c2ccccc2)CC1 (centres undefined)
  7%[46 µM], -35%[inhibitor], 2%, -14%, 4%, -5%, -5%
Cc1cccc(C(=O)Nc2nnc(COc3ccccc3)s2)c1
  u, 19%[10 µM], 1%, x, 0%, 5%, 7%[9.22 µM]
CCc1nc(N[C@@H](CC(C)C)C(=O)O)c2oc3ccccc3c2n1
  7%[0.0737 µM], 3%, 1%, 6%, -1%, -1%[38.3 µM], 6%
Cc1nc2ccc3nc(NC(=O)c4ccc5c(c4)OCCO5)sc3c2s1
  13%, -10%, u, -2%, -2%, u, 3%
CCOCCn1c(SCc2c(F)cccc2Cl)nc2c1c(=O)[nH]c(=O)n2C
  -5%, -7%, 2%, 22%, 4%, 13%[38.3 µM], -6%
CN1C[C@@H]2C(c3ccccc3)C3(c4ccccc4)CC2(C3)[C@H]1c1ccccc1 (some centres undefined)
  x, -33%, -8%&1%, -10%, -5%, 16%, 12%[9.22 µM]
COc1ccc(C)cc1NCc1cc(=O)oc2cc(-c3ccccc3)c(O)cc12
  6%, 3%[10 µM], -8%, 11%, -2%, 4%, -17%
CCCC[C@@H]1C[C@H]1C(NS(=O)(=O)c1cccc2cccnc12)c1ccc(-c2ccccc2)cc1 (some centres undefined)
  x, -56%[inhibitor], 19%, -7%, 1%, -1%, x
Cc1cc(NC(=O)CCC(=O)N(c2cccnc2)C(C(=O)NC2CCCC2)c2ccccc2F)no1 (centres undefined)
  -9%, 10%[10 µM], 17%, -11%, -1%, 1%, -12%

Next compounds follow:
The line under a structure holds: Lamin A splicing, HTT ATP protect, CBFb RUNX1 block, SMN2 splice up, KinaseGlo FLuc, IMPase Li cell, HttQ103 aggreg
Cc1nnc(Sc2c(-c3ccccc3)c3ccc(Cl)cc3[nH]c2=O)s1
  30%, -4%, -3%, -22%, -6%, -13%[38.3 µM], -1%
CCOc1cccc(-c2nnc3sc(COc4ccccc4)nn23)c1
  7%, -6%, 5%, -8%, 1%, 25%[38.3 µM], 5%
CCOC(=O)/C=C/c1cnn(-c2ccccc2)c1
  7%, -2%[10 µM], -13%, x, -4%, 4%, -15%
CCn1c(=O)cc(SCC(=O)NCc2ccccn2)c2ccccc21
  12%, -89%[inhibitor][10 µM], 8%, 1%, -2%, -21%[38.3 µM], u
CCc1ccccc1NC(=O)C1NC(=O)CC1c1ccccc1 (centres undefined)
  7%, -1%, 2%, 3%, -1%, 2%[38.3 µM], 18%
Cc1ccc(S(=O)(=O)NCCNC(=O)c2nonc2N)cc1
  -5%, 24%[10 µM], 17%, 6%, -1%, -8%, -2%
O=C(Nc1ccncc1)C1CCCN(S(=O)(=O)c2cccc3cccnc23)C1 (centres undefined)
  u, -19%, 11%, -9%, 0%, 25%[38.3 µM], -7%
